aDG glyco act: activators of alpha-DG glycosylation, primary screen, uHTS, Pro5-aDG cells, AlphaScreen; alpha-DG glycosylation AlphaScreen (IIH6); 0% Pro5, 100% B10-LARGE cell signal; 360,000 compounds, 0.22% hits; activation, % at 10 µM;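 active = activation of at least 8% versus controls, or a plate z-score of at least 8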;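 also: Pro5 are CHO cells carrying HIG-tagged alpha-DG that lacks glycosylation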
MC4R ag barr: MC4R agonists recruiting beta-arrestin, primary screen, cell-based, luminescence, agonist arm of biased-ligand search; Melanocortin receptor 4 (Homo sapiens), P32245; U2OS MC4R beta-arrestin complementation; percent of melanotan II response, DMSO zero; activation, % at 8.9 µM; 360,000 compounds, 0.98% hits;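 active = activation above a per-plate cutoff, the mean activation of sample wells on that plate plus 3 SD, cut at about 8% in these data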
MC4R antag cAMP: MC4R antagonists of cAMP signaling, primary screen, cell-based, TR-FRET, antagonist arm of biased-ligand search; MC4R-expressing cells, MTII-stimulated cAMP, LANCE TR-FRET; inhibition, % at 6.5 µM; 360,000 compounds, 0.48% hits; AID 540295, 2011;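 active = inhibition above its plate's cutoff, the mean of tested wells on that plate plus 3 SD, cut at about 29% in these data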;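 also: 0% = Melanotan II alone and 100% = Melanotan II plus saturating MCL0020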
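Assay system: U2OS cells stably expressing human melanocortin 4 receptor (MC4R) / Dosing: 6.5 µM / Timing: compound 30 min, challenge 1 h, detection 1 h / Measured by: Eu-cAMP/anti-cAMP TR-FRET, emission 671 nm / Replicates: singlicate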
ABHD5 PLIN5 PPI: ABHD5-PLIN5 interaction inhibitors, primary screen, cell lysate, split luciferase complementation, luminescence. Perilipin-5 (Homo sapiens) + 1-acylglycerol-3-phosphate O-acyltransferase ABHD5 (Homo …. 360,000 compounds, 0.78% hits. inhibition, % at 4 µM. Split G. princeps luciferase complementation, 4 h;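 active = inhibition above the mean inhibition across every tested compound plus 3 SD, cut at about 22% in these data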;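 also: 0% = DMSO only wells and the 100% control is not disclosed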
Target sequence (Q00G26 whole entry, looked up): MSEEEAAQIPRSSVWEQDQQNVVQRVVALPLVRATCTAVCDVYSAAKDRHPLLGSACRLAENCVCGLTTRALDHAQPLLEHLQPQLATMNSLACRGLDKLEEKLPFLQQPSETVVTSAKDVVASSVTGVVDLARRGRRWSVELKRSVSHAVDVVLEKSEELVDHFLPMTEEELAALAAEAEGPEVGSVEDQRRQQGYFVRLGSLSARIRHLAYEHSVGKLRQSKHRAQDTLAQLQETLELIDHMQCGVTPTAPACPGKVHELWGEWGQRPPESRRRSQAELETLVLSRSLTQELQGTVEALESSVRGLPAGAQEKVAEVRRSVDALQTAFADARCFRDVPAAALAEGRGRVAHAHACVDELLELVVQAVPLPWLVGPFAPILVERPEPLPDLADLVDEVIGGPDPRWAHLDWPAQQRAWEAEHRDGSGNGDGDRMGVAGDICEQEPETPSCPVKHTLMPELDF
Target sequence (Q8WTS1 whole entry, looked up): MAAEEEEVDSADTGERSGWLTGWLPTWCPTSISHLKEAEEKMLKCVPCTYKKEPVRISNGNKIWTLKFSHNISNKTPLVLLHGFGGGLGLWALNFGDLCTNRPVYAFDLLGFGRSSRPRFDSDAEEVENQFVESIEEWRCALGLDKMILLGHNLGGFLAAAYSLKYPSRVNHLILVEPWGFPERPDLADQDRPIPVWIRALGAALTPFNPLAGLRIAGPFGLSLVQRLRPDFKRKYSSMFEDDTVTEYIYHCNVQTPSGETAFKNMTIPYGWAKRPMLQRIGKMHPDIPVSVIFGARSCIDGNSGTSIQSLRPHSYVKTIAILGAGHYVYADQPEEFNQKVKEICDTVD
TLR9-MyD88 inh: inhibitors of TLR9-MyD88 association in cells, primary screen, cell-based, CHO, BLA complementation, fluorescence | CCF4 FRET ratio | inhibition, % at 4.98 µM | 340,000 compounds, 0.21% hits;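 active = inhibition above the mean over all tested compounds plus 3 SD, cut at about 21% in these data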;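 also: 0% = DMSO only wells and 100% = clavulanate BLA inhibitor control wells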
Granule exo inh: LAMP-1 surface exposure blockers, TALL-104 cells – cell-based, flow cytometry, MLPCN library, primary screen; TALL-104 LAMP-1 surface exposure; cells stimulated with thapsigargin and PMA; inhibition, % at 10 µM; 360,000 compounds, 0.66% hits;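 active = inhibition above about 55%, limit read from the data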
NOD2 RIPK2 PPI: NOD2-RIPK2 binding disruptors in cells, primary screen, fluorescence, CHO cells, BLA complementation; inhibition, % at 4.98 µM; CCF4 ratio; Receptor-interacting serine/threonine-protein kinase 2 (Homo sapiens), O43353; 360,000 compounds, 0.38% hits; in the data active = inhibition above about 21%;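 also: 0% = vehicle only and 100% = reference blocker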
ABCB6 inh 2: ABCB6 transporter inhibitors, primary screen, K562-ABCB6 cells, flow cytometry, MLPCN library | ATP-binding cassette sub-family B member 6 (Homo sapiens), Q9NP58 | K562-ABCB6 porphyrin accumulation, 1 h; hits give low values | fluorescence ratio to DMSO, % at 10 µM | 360,000 compounds, 0.19% hits;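 active = fluorescence ratio to DMSO below 75%, the collection mean minus 3 SD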;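 also: signal is porphyrin accumulated inside mitochondria; 100% equals median channel fluorescence of DMSO control wells; lower ratio means ABCB6 inhibition with less porphyrin fluorescence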
N-glyco inh: increase of ERlucT glycosylation luciferase signal, primary screen, N-linked glycosylation inhibitor project, D54 ERlucT cells, luminescence, set 2; D54 ERlucT glycosylation luciferase reporter, 24 h; percent of 100 nM tunicamycin response; reporter increase, % at 12.5 µM; 360,000 compounds, 0.23% hits;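 active = mean luciferase reporter signal, scaled so untreated is 0 and the glycosylation-blocking control 100, at or above a set limit in every replicate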;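 also: luciferase carries N-glycosylation sites so blocking glycosylation raises the light; 0% = median of neutral control wells and 100% = median of 100 nM tunicamycin wells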
Vif imaging: HIV Vif self-association inhibitors, primary screen, imaging, HEK293T, single point. HEK293T cells, Vif self-association by quenched fluorescence, 24 h. inhibition, % at 7.49 µM. 340,000 compounds, 0.35% hits; in the data active = inhibition above about 50%, passing the limit was not always enough; also: some results filed as inactive read as strong as hits
An asterisk follows results filed as active; / = no result given. Only part of the results is shown, so the mix of outcomes need not match the whole.

Each structure is followed by: aDG glyco act, MC4R antag cAMP, NOD2 RIPK2 PPI, N-glyco inh, TLR9-MyD88 inh, MC4R ag barr, Granule exo inh, ABHD5 PLIN5 PPI, Vif imaging, ABCB6 inh 2
Cc1ccc(S(=O)(=O)N2CCCC(C(=O)N(Cc3cccs3)C3CC3)C2)cc1 (configuration not stated)
→ 1.0, 14.9, -2.8, -3.9, 1.4, 0.5, -2.0, -8.5, /, 96.0
COc1cc([C@@H]2[C@H]3CNCC=C3C(C#N)=C(N)C2(C#N)C#N)ccc1OC(C)C
→ 0.1, 11.5, -4.4, -0.5, 4.0, -2.3, 9.0, -9.8, -18.7, 109.0
COc1ccc(OCCC(=O)Nc2nccs2)cc1
→ 0.0, 2.5, -6.2, -1.3, 7.3, 0.9, -4.0, 6.7, 5.7, 88.0
CC1CCN(CCOc2cc(Cl)ccc2Cl)CC1
→ 0.5, 0.6, 3.2, -0.1, 4.8, -2.3, 3.9, -0.4, 7.8, 91.0
CCOc1ccc(N(C(=O)CNC(=O)c2ccco2)C(C(=O)NCC2CCCO2)c2ccccc2)cc1 (configuration not stated)
→ 0.0, 11.3, -10.6, 1.7, -0.8, 1.5, 2.8, -2.5, 4.8, 94.0
COC(=O)C12OCC34C(CC5C(C)=C(O)C(=O)CC5(C)C3C(O)C1O)OC(=O)C(OC(=O)C=C(C)C)C24 (configuration not stated)
→ -0.6, 0.7, 27.8*, -18.3, -10.5, -1.1, -8.0, -5.4, 3.0, 91.0
Cc1onc(-c2c(Cl)cccc2Cl)c1NC(=O)NNc1c(Cl)cncc1Cl
→ -0.1, 1.5, 5.4, 0.0, -0.4, -2.7, -3.3, -4.0, 1.5, 95.0
CC(C)C(C(=O)NC1CCCC1)N(CC1CCCO1)C(=O)CNS(=O)(=O)c1ccccc1 (configuration not stated)
→ 0.0, 4.3, 4.1, 1.0, 1.5, 1.6, 18.1, -3.8, -6.7, 88.0
CCSc1nc(-c2ccc(OC)cc2)cc(-c2ccc(OC)cc2)c1C#N
→ 0.0, 3.0, 6.7, -3.1, -3.2, 0.3, 1.1, 1.2, -2.1, 93.0
CCOC(=O)c1c(C)[nH]c(C(C)=O)c1C
→ -0.4, -10.1, 2.0, 4.4, -9.2, -2.1, 1.2, 1.5, -2.3, 79.0
COc1cccc(-c2cc(C(=O)Nc3cnn(Cc4ccc(F)cc4)c3)no2)c1
→ -0.2, -2.0, 2.3, 4.5, 3.0, 3.1, -1.7, -2.6, 20.1, 110.0
CCn1cnc2cc(NC(=O)COc3ccc(C)cc3)ccc21
→ 0.0, 5.4, 1.3, 7.3, 4.8, -1.3, -3.5, -16.0, 10.1, 96.0
O=S(=O)(NCc1ccc2c(c1)OCO2)c1ccc(Cl)s1
→ 0.0, 0.8, -5.2, 0.1, 3.5, -0.6, -7.1, -0.2, 0.8, 100.0
CCOc1ccc(CCNC(=O)C2CCC(=O)N2C2CCCCC2)cc1OCC (configuration not stated)
→ 0.1, 7.2, -2.3, 0.3, 7.3, -1.6, 1.1, -10.8, /, 94.0
Cc1nnsc1-c1onc(C)c1C(=O)Nc1cc(Cl)cc(Cl)c1
→ 0.3, 2.8, 10.9, -9.7, 0.0, 0.8, -3.7, 1.6, -1.9, 95.0
Cc1ccn2c(-c3csc(Nc4ccc(C(=O)O)cc4)n3)c(C)nc2c1
→ -0.1, -18.4, -2.4, 0.9, -0.2, -1.1, -0.7, -4.8, 5.0, 93.0
CC1CC(C)(C)Nc2ccc(N=O)cc21 (configuration not stated)
→ -0.6, -3.0, -4.5, -11.2, 4.0, -1.4, 55.1, -12.9, 13.0, 209.0
Cc1nnc(Sc2cc(C(=O)NCCCN(C)Cc3ccccc3)c3ccccc3n2)s1
→ 0.0, 5.9, 1.1, -4.3, 7.4, -2.4, 1.4, 0.7, -1.9, 101.0
CCN(CC)S(=O)(=O)c1ccc2c(c1)nc(CCC(=O)O)n2CC
→ 0.2, -6.3, 7.9, -0.2, -0.9, -2.9, -2.7, 1.1, 0.5, 100.0
CCOC(=O)C1=C(C)NC(=O)NC1c1ccc(OCCO)c(OC)c1 (configuration not stated)
→ 0.1, 7.6, -9.7, 1.6, -32.7, 1.9, 2.4, -0.7, -6.7, 105.0
COc1ccc(-c2cc(=O)c3ccccc3s2)cc1
→ 0.2, -2.9, -3.5, -10.6, 3.3, 2.9, -2.6, 11.9, -8.1, 99.0
COc1ccc(-n2nnnc2-c2cccc(OC)c2)cc1
→ 0.9, -28.8, 9.5, 16.0, 11.0, -2.6, 6.9, -2.2, /, 112.0
COc1ccc(F)cc1S(=O)(=O)n1nc(C)cc1C
→ -0.1, 5.5, -11.4, 1.6, -8.6, 0.0, -1.4, -0.5, -3.4, 101.0
Cc1ccc(NC(=O)CNC(=O)c2ccco2)cc1
→ -0.1, -1.3, -6.8, 0.2, -7.2, -0.2, -9.1, -3.5, -12.4, 100.0

Marked active in NOD2 RIPK2 PPI, of those listed so far:
Each structure is followed by: aDG glyco act, MC4R antag cAMP, NOD2 RIPK2 PPI, N-glyco inh, TLR9-MyD88 inh, MC4R ag barr, Granule exo inh, ABHD5 PLIN5 PPI, Vif imaging, ABCB6 inh 2
COC(=O)C12OCC34C(CC5C(C)=C(O)C(=O)CC5(C)C3C(O)C1O)OC(=O)C(OC(=O)C=C(C)C)C24 (configuration not stated)
→ -0.6, 0.7, 27.8*, -18.3, -10.5, -1.1, -8.0, -5.4, 3.0, 91.0

Single records (already shown). Order of values: aDG glyco act | MC4R antag cAMP | NOD2 RIPK2 PPI | N-glyco inh | TLR9-MyD88 inh | MC4R ag barr | Granule exo inh | ABHD5 PLIN5 PPI | Vif imaging | ABCB6 inh 2
Cc1ccc(NC(=O)CNC(=O)c2ccco2)cc1 as listed: -0.1 | -1.3 | -6.8 | 0.2 | -7.2 | -0.2 | -9.1 | -3.5 | -12.4 | 100.0
COc1ccc(-c2cc(=O)c3ccccc3s2)cc1 as listed: 0.2 | -2.9 | -3.5 | -10.6 | 3.3 | 2.9 | -2.6 | 11.9 | -8.1 | 99.0
CCOc1ccc(CCNC(=O)C2CCC(=O)N2C2CCCCC2)cc1OCC (configuration not stated) as listed: 0.1 | 7.2 | -2.3 | 0.3 | 7.3 | -1.6 | 1.1 | -10.8 | / | 94.0
CCOC(=O)c1c(C)[nH]c(C(C)=O)c1C as listed: -0.4 | -10.1 | 2.0 | 4.4 | -9.2 | -2.1 | 1.2 | 1.5 | -2.3 | 79.0
Cc1ccc(S(=O)(=O)N2CCCC(C(=O)N(Cc3cccs3)C3CC3)C2)cc1 (configuration not stated) as listed: 1.0 | 14.9 | -2.8 | -3.9 | 1.4 | 0.5 | -2.0 | -8.5 | / | 96.0

Screens from PubChem.
